Growth percent in the NCI-60 one-dose screen (48 h, 10 µM unless noted): 100 = growth as untreated, 0 = no growth, -100 = all killed.
HL-60(TB) – HL-60(TB) leukemia cells. hit rate 9% among 78,000; active = growth percent below 10
An asterisk follows results filed as active; & = joins results of further samples.

SMILES	HL-60(TB)
Brc1cccc[n+]1-c1cccc(-c2cccc(-[n+]3ccccc3Br)c2)c1	100
CSc1nc(N)c(N=Nc2ccc(S(N)(=O)=O)cc2)c(N)n1	90
CCCCC(O)(CCCC)CCCC	146
Clc1nc(Cl)c2ncn(-c3ccccc3)c2n1	46
CCCCCC(=O)Oc1ccc(/C(=C(\C)c2ccc(OC)cc2)c2ccc(OCCN3CCCCC3)cc2)cc1	43
CC(C)C(NC(=O)c1ccccc1)C(=O)O (stereo unspecified)	75
O=S(=O)(Nc1nnc(/C=C/c2ccccc2)s1)c1ccccc1	102
Cc1ccc(-c2cnc3sc(C(=O)NCCc4ccccc4)c(C)n23)cc1	98
ClCc1ccc(Cl)c(Cl)c1	105
CC(C)Sc1nc(Oc2ccccc2/C=C2/SC(=O)NC2=O)c(C#N)c(-c2ccc(F)cc2)n1	97
CC(=O)c1ccc(NC(=O)CSc2nnc(-c3cc(-c4ccc(C)cc4)nc4ccccc34)o2)cc1	81
O=c1c(-c2nnc(SCc3ccccc3)o2)cnc2nc[nH]n12	77
C=C(C)[C@@H]1CC[C@]2(C(=O)O)CC[C@]3(C)[C@H](CC[C@@H]4[C@@]5(C)C[C@@H](CC#Cc6ccccc6N)[C@H](O)C(C)(C)[C@@H]5CC[C@]43C)[C@@H]12	95
CC(=O)S	112
Nc1ccc(Br)cn1	75
COc1cc(C)c(C2C(C#N)=C(N)Oc3n[nH]c(-c4cccs4)c32)cc1C(C)C (stereo unspecified)	66
O=S1(=O)CCN(CCc2ccccc2)CC1	107
Cc1ccc(N=Nc2ccc(C)cc2NC(=O)Nc2ccccc2F)cc1	99
COC(=O)C1(CC(=O)Cc2ccccc2)NC(=S)NC(=O)C1C#N (stereo unspecified)	107
O=[N+]([O-])c1ccc(/C=C/C2(CCl)OCCO2)cc1	76
C=CCSc1nc2ccccc2c(=O)n1-c1cc(OC)c(Cl)cc1OC	96
NS(=O)(=O)c1ccc(C(=O)N=Nc2c(O)[nH]c3c([N+](=O)[O-])cccc23)cc1	101
COc1cc(-c2nnc(Nc3c(C)cccc3C)o2)ccc1O	107
O=S(Cc1ccccc1)/C(=C/n1c(=S)[nH]c2ccccc21)c1ccccc1 (stereo unspecified)	101
Cc1ccc(N=c2nc3sc4c(C)ccc(C)c4n3c(N)c2C#N)cc1	108
O=c1ccc2cc(Cl)ccc2o1	101
CC1CN(C2CCCCC2)C(=S)NC1=O (stereo unspecified)	87
CCC(=O)c1ccccc1C#N	88
Nc1cc(N)c2nc(NCCc3ccc(Cl)c(Cl)c3)cnc2c1	-74*
Cc1cc(OS(=O)(=O)O)c2ccccc2c1OS(=O)(=O)O	100
CSc1ccc(-c2ccccc(=O)c2O)cc1	-40*
CC(C)C(=O)OCCCOCCCOc1ccccc1	101
N#Cc1c(-c2ccc(Cl)cc2)cc(-c2ccccc2)[nH]c1=O	88
O=C(Nc1ccc(-n2cc(-c3ccncc3)c(-c3ccc(O)c(Cl)c3)n2)cc1)Nc1cc(C(F)(F)F)cc(C(F)(F)F)c1	44
COc1cc(CNS(=O)(=O)c2ccc(C)cc2)ccc1OCc1cn(-c2ccc(F)cc2)nn1	114
CCOC(=O)C(C#N)C1C=Cc2ccccc2N1C(=O)c1ccccc1 (stereo unspecified)	109&89

Quoted from the entries so far (three entries):
SMILES	HL-60(TB)
O=C(Nc1ccc(-n2cc(-c3ccncc3)c(-c3ccc(O)c(Cl)c3)n2)cc1)Nc1cc(C(F)(F)F)cc(C(F)(F)F)c1	44
COc1cc(CNS(=O)(=O)c2ccc(C)cc2)ccc1OCc1cn(-c2ccc(F)cc2)nn1	114
CCOC(=O)C(C#N)C1C=Cc2ccccc2N1C(=O)c1ccccc1 (stereo unspecified)	109&89

(more compounds)
SMILES	HL-60(TB)
Nc1nc(C(=O)NNC(=O)Nc2ccccc2)nn1-c1ccc(S(N)(=O)=O)cc1	100
Clc1ccc(P(c2ccc(Cl)cc2)c2ccc(Cl)cc2)cc1	93
CC1(C)CC[C@]2(C(=O)O)CC[C@]3(C)C(=CCC4[C@@]5(C)C[C@@H](O)[C@@H]6OC(c7ccccc7F)OC[C@@]6(C)C5CC[C@]43C)C2C1 (stereo partly specified)	2.9*
Cc1cccc(C(=O)C(O)(c2ccccc2)C2CCCCC2=O)c1 (stereo unspecified)	69
COc1cc(/C=C2\C(=O)N(CCCCCCn3c4ccccc4c(=O)c4ccccc43)c3ccccc32)cc(OC)c1O	93
CN1CCN(c2ccc(-c3c(C#N)c(-c4ccccc4)nc4c3c(-c3ccccc3)nn4-c3ccccc3)cc2)CC1	96
C[C@]12CCc3sc(Nc4ccc(F)cc4F)nc3C1=CC[C@@H]1[C@@H]2CC[C@]2(C)C(=O)CC[C@@H]12	21
CCn1cc(CNc2ccc(C(=O)Nc3cc4cc(OC)c(OC)cc4c(C)n3)cc2)c(C)n1	0.2*
CNC(C)[C@H]1CCC2C3CCC4C[C@@H](N(C)C(=O)c5ccccc5)CC[C@]4(C)C3CC[C@@]21C (stereo partly specified)	15
COc1cc(NS(C)(=O)=O)ccc1Nc1c2ccccc2nc2ccccc12	-4.6*
O=S(=O)(O)C1CC(S(=O)(=O)O)NC(S(=O)(=O)O)C1 (stereo unspecified)	122
CC[N+]1(CC(=O)c2ccccc2)CCCCC1	99
COC1OCC2OC(C)(C)OC2C1OC(=S)SC (stereo unspecified)	105
CCC(=O)OC1CCC(C(C)CC)CC1 (stereo unspecified)	96
COc1ccc(NC(=O)C(C)Sc2nc3ccccc3c(=O)n2CCc2ccc(S(N)(=O)=O)cc2)cc1 (stereo unspecified)	105
Cc1cc2nc3c(=O)[nH]c(=O)nc-3n(CC=O)c2cc1C	-56*
C=CCN1C(=O)C2CCCCC2C1=O (stereo unspecified)	102
COc1ccc2c(c1)OC13Oc4cc(OC)ccc4C=C1CCCC3=C2	7.6*
CC(C)N1CCSc2ssc(=S)c21	94
CC/C(=C(\c1ccc(OCCN2CCCCCC2)cc1)c1ccc(OC(=O)Cc2ccccc2)cc1)c1ccc(OC)cc1	78
Cc1cc(Cl)nc(Cl)c1C#N	93
Cc1ccc(O)c(C(C)(C)c2ccccc2)c1	103&89
O=[N+]([O-])c1cccc(C[P+](c2ccccc2)(c2ccccc2)c2ccccc2)c1	61
Cc1ccc(S(=O)(=O)n2cc(-c3csc(-c4c[nH]c5ncccc45)n3)c3ccccc32)cc1	103
O=C(O)c1cccc(N2C(=O)C=CC2=O)c1	78
Cc1cc(Cl)ccc1N	55
Cc1nc(-c2ccc(N)cc2)ccc1C(=O)N=Nc1c(O)[nH]c2ccc(F)cc12	117
Cc1ccc(-c2c[se]c(Nc3ccccc3)n2)cc1	100
Cc1c(CC(=S)N2CCOCC2)nnn1-c1ccc(F)cc1	98
Cc1nc(NC(=O)Nc2ccccc2)sc1C(=O)NN	196
CC(=O)[C@@H]1CCC=C2CC[C@]3(C)[C@@H](CC[C@@H]4[C@@]5(C)CCCNC(C)(C)[C@@H]5CC[C@]43C)[C@H]21	-12*
N#Cc1c(-c2ccc(F)cc2)cc(-c2ccccc2Br)[nH]c1=O	100
Cc1ccc[n+](CC(=O)c2ccccc2)c1	99
COc1ccc(-c2cc(-c3cccnc3)nc3sc4c(c23)N=NN2CCN=C42)cc1OC	96
COc1ccc(/C=C/C(=O)CCC(=O)O)cc1OC	97
CNc1oc(Cc2ccccc2Cc2nc(C#N)c(NC)o2)nc1C#N	104
COc1cc(-c2nc(SC(C)C)nc(Nc3ccc(Cl)cc3)c2C#N)cc(OC)c1OC	92
COc1ccc(C2C3Cc4cc(OC)c(OC)cc4C3=NN2C(=O)Nc2c(C)cccc2C)cc1OC (stereo unspecified)	86
Nc1ccc(CCCCc2ccc(S(=O)(=O)F)cc2Cl)c(Cl)c1	106
COc1ccc(/C=C/c2nc(NNC(=O)Nc3ccccc3)c3ccccc3n2)cc1	84
Oc1ccc(-c2ccccc2)cc1O	103
O=C(NS(=O)(=O)c1ccc(Cl)cc1)n1ccc2cc(Br)cnc21	69
CCN(CC)c1ccc(-c2nc3c4ccccc4c4ccccc4c3o2)c(O)c1	69
COC(=O)C1CC=C(C)CC1 (stereo unspecified)	103
COc1ccc(C(C#N)c2ccc(OC)c(OC)c2)cc1 (stereo unspecified)	101
CC[C@H](C)[C@H](NC(=O)[C@@H](NC(=O)[C@@H](Cc1c[nH]cn1)NC(=O)[C@@H](Cc1ccccc1)NC(=O)[C@@H]1CCCN1C(=O)[C@@H](Cc1ccccc1)NC(=O)[C@H](C)NC(=O)[C@H](CCCCN)NC(=O)[C@@H](CS)NC(=O)[C@@H](Cc1ccccc1)NC(=O)[C@@H](NC(C)=O)[C@@H](C)O)[C@@H](C)CC)C(=O)N[C@H](CCCNC(=N)N)C(=O)N[C@H](CCCNC(=N)N)C(=O)N[C@H](CCCNC(=N)N)C(=O)N[C@H](CCCNC(=N)N)C(=O)N[C@H](CCCNC(=N)N)C(=O)N[C@H](CCCNC(=N)N)C(=O)N[C@H](CCCNC(=N)N)C(=O)N[C@H](CCCNC(=N)N)C(=O)O	62
Nc1nnc(CSCc2ccc(Cl)cc2)s1	100
CNC(=O)c1cc(Oc2ccc(NC(=O)Nc3ccc(Cl)c(OC4CCCCC4)c3)c(F)c2)ccn1	83
CS(=O)(=O)OCCC(=O)N1CCN(C(=O)CCOS(C)(=O)=O)CC1	81
C#Cc1ccc(-n2c(/C=C/c3ccc(OC)c(F)c3)nc3ncccc3c2=O)cc1	88
O=C(CN1CCN(c2cc3c(cc2F)c(=O)c(C(=O)O)cn3C2CC2)CC1)Nc1ccc(Cl)cc1	98&90
COc1cc(C2CC(=O)N(c3ccc(F)cc3)C3=C2C(=O)OC3)cc(OC)c1OC (stereo unspecified)	96
CCc1ccccc1OCc1ccccc1	97
O=C1NC(=O)C(=C/C=C/c2ccccc2)C(=O)N1	-5.9*
COc1ccc(-c2nc3n[nH]c(Nc4cccc(Cl)c4)c3c(=O)[nH]2)cc1OC	76
CCCCc1nc2c(N)nc3ccccc3c2n1Cc1ccc(Cl)cc1	49
Cc1ccc(C(=O)/C=C/c2coc(-c3ccc(Cl)cc3)n2)cc1	68
O=C1NC(=S)S/C1=C/c1ccc2c(c1)OCO2	80
Cc1nc2[nH]c(=S)[nH]c(=O)c2nc1C	110
c1ccc2sc(SSN3CCOCC3)nc2c1	101

The closing 7 compounds of the part above open the next one:
SMILES	HL-60(TB)
O=C1NC(=O)C(=C/C=C/c2ccccc2)C(=O)N1	-5.9*
COc1ccc(-c2nc3n[nH]c(Nc4cccc(Cl)c4)c3c(=O)[nH]2)cc1OC	76
CCCCc1nc2c(N)nc3ccccc3c2n1Cc1ccc(Cl)cc1	49
Cc1ccc(C(=O)/C=C/c2coc(-c3ccc(Cl)cc3)n2)cc1	68
O=C1NC(=S)S/C1=C/c1ccc2c(c1)OCO2	80
Cc1nc2[nH]c(=S)[nH]c(=O)c2nc1C	110
c1ccc2sc(SSN3CCOCC3)nc2c1	101
CCN(CC)C(=O)CCN1C(=O)/C(=C/c2ccc(O)cc2)SC1=S	73
O=C(O)CCCCCn1c(-c2ccc(Cl)cc2)nc(-c2ccccc2)c1-c1ccccc1	98
CN(C)CCCNc1c2ccc(Cl)cc2nc2c1oc1ccccc12	-1.3*
COc1ccc(C2CC(c3cccs3)=NN2c2ccc(S(=O)(=O)NC(=O)NCc3cccc(OC)c3)cc2)cc1 (stereo unspecified)	103
Oc1ccc(Cl)cc1/C=N/N1CCCCCC1	63
O=C(Nc1ncccc1OCc1ccccc1)NC12CC3CC(CC(C3)C1)C2	75
COc1cccc2cc(C(=O)CSc3nnnn3-c3ccccc3)c(=O)oc12	119
COc1ccc(CCN2C(CC(=O)c3ccccc3)CCCC2CC(=O)c2ccccc2)cc1OC (stereo unspecified)	90
O=C(CSc1nc2sc3c(c2c(=O)n1-c1ccc(Cl)cc1)CCCC3)NNC(=O)Nc1c(Cl)cccc1Cl	101
CN(C)c1ccc(NC(=O)c2cc3ccccc3cc2O)cc1	53
Clc1ccc(-c2c3ccc(=[N+]4CCCCC4)cc-3oc3cc(N4CCCCC4)ccc23)cc1	-42*
O=C1NN=C(c2ccccc2)C1Cc1ccccc1 (stereo unspecified)	105
CCOC(=O)c1cc(-c2cccnc2)nc2c(Cl)cc(Cl)cc12	108
Cc1cc(Cc2ccc(Cl)cc2)ccc1OC(=O)c1ccc(Cl)cc1	133
CSc1nc(NCCO)c(C#N)c(-c2cccc(N)c2)n1	96
O=C(O)c1cn(C2CC2)c2cc(N3CCN(C(=O)CCO[N+](=O)[O-])CC3)c(F)cc2c1=O	97
N#Cc1cc(C(F)(F)F)cc(C(F)(F)F)c1	88
COc1cccc(-c2nc3sccn3c2-c2ccnc(NCCNS(=O)(=O)c3ccc(C)cc3)n2)c1	144
C[N+]1(CC[N+]2(C)CCCCC2)CCCCC1	112
CC[C@H](C)[C@H](NC(=O)[C@H]1CCCCN1C)C(=O)N(C)[C@H](C(=O)NC12CC(C(=O)N[C@@H](Cc3ccccc3)C[C@H](C)C(=O)OC)(C1)C2)C(C)C	114
NC(=O)SCC(N)C(=O)O (stereo unspecified)	64
CC(C)OCC(CCl)OC(=O)Nc1ccccc1 (stereo unspecified)	97
N#Cc1cccc(C2C3=C(COC3=O)N(CCO)c3cc4c(cc32)OCO4)c1 (stereo unspecified)	-32*
CCOc1cccc(C/C(C)=C(/c2ccc(OCCN(C)C)cc2)c2ccc(OC(C)=O)cc2)c1	84

A draw from above in order of count of non-hydrogen atoms, high to low.
SMILES	HL-60(TB)
COc1cccc(-c2nc3sccn3c2-c2ccnc(NCCNS(=O)(=O)c3ccc(C)cc3)n2)c1	144
O=C(O)c1cn(C2CC2)c2cc(N3CCN(C(=O)CCO[N+](=O)[O-])CC3)c(F)cc2c1=O	97
CSc1nc(NCCO)c(C#N)c(-c2cccc(N)c2)n1	96
N#Cc1cc(C(F)(F)F)cc(C(F)(F)F)c1	88

Carrying on.
SMILES	HL-60(TB)
CN(C)C(=O)Oc1ccc[n+](C)c1	103
COc1ccc(COC(=O)CC(C)C)cc1	100
Cc1ccc(COc2cccc(/C=C3/N=C4SCCCN4C3=O)c2)cc1	100
COC1OC(C(O)C(O)CO)C(O)C(O)C1O (stereo unspecified)	108

From PubChem

An excerpt; the hit share may differ from the screen's.
